CFTR F508del cor: correctors of CFTR F508del function in bronchial epithelial cells; CFBE cells, YFP halide quenching; stimulated with forskolin plus potentiator P3; % fluorescence drop versus neutral controls; activity (quench increase), % at 7.58 µM; 350,000 tested, 0.36% active; AID 720511;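 active means mean added fluorescence quench of at least 8% versus neutral control, with both replicates also reaching 8%; inconclusive means only one of the mean or replicate conditions met; inactive means mean below 8% and not both replicates reaching 8%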;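 further: cells transiently co-express mutant CFTR-F508del with the halide-sensitive YFP; corrector assay measuring rescue of mutant channel to the surface after 24 h compound exposure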
RAD54 branch: blocks human RAD54 Holliday junction branch migration. Q92698. 360,000 tested, 0.14% active. AID 602329. FAM/BHQ fluorescence. inhibition, % at 10.4 µM;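 active means mean normalized replicate activity at least 40 and at least half of replicates scoring 40 or more; inconclusive means only one of the two criteria met; inactive means mean below 40 and under half of replicates reaching 40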;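 further: 0% = median of neutral control wells and 100% = median of positive control wells; inhibitors cause a drop in the FAM fluorescence signal; in these data hits start at about 50%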
Target sequence (Q92698 whole entry, looked up): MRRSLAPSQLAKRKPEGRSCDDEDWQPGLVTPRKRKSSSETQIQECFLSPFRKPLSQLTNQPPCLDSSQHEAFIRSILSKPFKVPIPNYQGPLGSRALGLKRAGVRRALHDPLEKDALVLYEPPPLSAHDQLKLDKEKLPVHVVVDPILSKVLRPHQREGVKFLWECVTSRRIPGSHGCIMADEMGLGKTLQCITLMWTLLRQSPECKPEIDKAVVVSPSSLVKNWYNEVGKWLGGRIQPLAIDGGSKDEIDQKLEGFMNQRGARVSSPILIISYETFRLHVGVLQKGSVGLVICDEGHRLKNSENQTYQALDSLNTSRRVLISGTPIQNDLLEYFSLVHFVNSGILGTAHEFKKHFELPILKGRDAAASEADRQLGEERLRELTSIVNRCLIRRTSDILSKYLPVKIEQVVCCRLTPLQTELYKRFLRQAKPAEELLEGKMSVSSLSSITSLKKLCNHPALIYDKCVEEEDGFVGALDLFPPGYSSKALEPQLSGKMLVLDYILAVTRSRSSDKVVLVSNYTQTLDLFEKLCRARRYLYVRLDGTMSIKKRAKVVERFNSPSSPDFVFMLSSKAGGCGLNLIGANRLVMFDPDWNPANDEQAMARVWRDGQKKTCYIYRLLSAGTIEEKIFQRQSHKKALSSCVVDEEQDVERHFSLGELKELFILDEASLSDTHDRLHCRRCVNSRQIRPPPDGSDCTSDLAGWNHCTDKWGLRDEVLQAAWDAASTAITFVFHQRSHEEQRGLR
GSIS activator: primary screen for activators of insulin secretion dependent on glucose, INS-1E cells, GLuc reporter luminescence; INS-1E GLuc reporter insulin secretion, 2-3 h; activation, % at 16.6 µM; 370,000 tested, 0.61% active;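 active means lowest replicate activation of at least 40%, so every replicate reaches that level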;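 further: 0% = median of neutral control wells and 100% = median of IBMX positive control wells; some compounds called inactive have numbers as strong as hits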
RAD52 inh: inhibitors of human RAD52 DNA annealing. P43351. recombinant RAD52 DNA annealing, FRET fluorescence. inhibition, % at 18.7 µM. 360,000 tested, 0.46% active. AID 651710;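 active means every replicate showing at least 50% inhibition; inconclusive means mean inhibition at least 50% but not in every replicate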
DENV2 CPE rescue: DENV2-induced cell death inhibition | 350,000 tested, 1.7% active | CPE inhibition, % at 9.99 µM | DENV2-infected cells, cytopathic effect rescue, plate reader; in the data active means CPE inhibition above about 20%, passing the limit was not always enough; inconclusive means no clear call, values can overlap the other calls; tested in BHK-21 cells;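 further: 0% = median of neutral control wells and 100% = median of positive control wells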
E-selectin induc: induces E-selectin expression in human endothelial cells; P16581; HUVEC E-selectin immunofluorescence imaging; normalized: neutral wells 0, TNF-alpha wells 100; activation, % at 7.58 µM; 260,000 tested, 0.37% active; AID 686992;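 active means mean E-selectin-positive cell signal at least 10% of the positive control, reached in at least 60% of replicates, without over 20% cell loss; inconclusive means no rule given, readout overlaps actives, possibly toxicity-flagged; inactive means the rest, including those meeting only one limit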;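 further: in these data hits start at about 27%; measured in HUVEC primary endothelial cells; signal is the percent of cells scored E-selectin positive by PE staining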
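Test system – human umbilical vein endothelial cells (HUVEC), E-selectin induction · Input – 3,000 HUVEC seeded per well · Buffer or medium – EGM-2, gelatin · Compound dosing – single-point compound dose · Detection – immunofluorescence imaging · Measure – percent E-selectin-positive cells · Controls – TNF-alpha high, DMSO low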
CASP6 VEID inh: inhibitors of human caspase-6; P55212; purified caspase-6, Z-VEID-R110 cleavage fluorescence; 350,000 tested, 0.53% active; inhibition, % at 12.5 µM; AID 686996;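 active means mean inhibition across replicates at least about 35%, with every replicate also reaching that limit, limit read from the data; inconclusive means only one of the two criteria met; inactive means neither criterion met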;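 further: 0% = median of neutral control wells and 100% = no fluorescence left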
Target sequence (P55212 24-179 limits assumed): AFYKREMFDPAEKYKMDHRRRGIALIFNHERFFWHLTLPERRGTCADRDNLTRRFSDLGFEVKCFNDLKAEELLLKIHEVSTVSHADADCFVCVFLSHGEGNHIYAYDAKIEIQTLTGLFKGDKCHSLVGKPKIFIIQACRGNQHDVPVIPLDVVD
Target sequence (P55212 194-293 limits assumed): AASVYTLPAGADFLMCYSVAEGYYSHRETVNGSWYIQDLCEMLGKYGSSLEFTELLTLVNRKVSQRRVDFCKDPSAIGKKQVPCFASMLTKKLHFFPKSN
Xi reactivation: reactivates the inactive X chromosome in mouse fibroblasts; 360,000 tested, 0.055% active; activation, % at 7.58 µM; XiGFP mouse fibroblasts, % GFP-positive cells imaging, 3 d; cells co-treated with 5-aza-dC sensitizer; scaled so ellipticine positive control = 100%; AID 743238;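 active means mean normalized replicate activation at least 10% and every replicate at or above 10%; inconclusive means only one of the two criteria met; inactive means mean below 10% and not all replicates reach 10%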;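 further: 0% = median of on-plate neutral control wells and 100% = ellipticine 6 µM median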
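System: XiGFP fibroblasts, SV40-immortalized. Medium: DMEM plus 5-aza-dC sensitizer. Doses: single point. Timing: 3 d treatment, 15 min room-temperature fixation. Control set: ellipticine 6 µM.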
The depositor's hits bear a star; ? = inconclusive; nt = no result given; & = joins results of further samples.

Order of results: CFTR F508del cor	RAD54 branch	GSIS activator	RAD52 inh	DENV2 CPE rescue	E-selectin induc	CASP6 VEID inh	Xi reactivation
> CN(C)C(=O)C(NC(=O)c1ccccc1)=C(Cl)Cl
→ -2.9	2	1	-17	-5	nt	-3	0.0
> O=C(CCc1nc2ccccc2c(=O)[nH]1)NCc1ccccn1
→ -1.9	1	5	-23	0	-2.6	-2	0.0
> COc1ccc2nc3ccccc3nc2c1N
→ 1.2	2	1	1	1	nt	5	-0.1
> C[C@@H]1CN([C@H](C)CO)C(=O)c2cc(-c3ccc(C#N)cc3)cnc2O[C@H]1CN(C)CC1CCCC1
→ -2.4	-7	13	-8	6	-4.4	-1	-0.6
> C[C@H](O)C#Cc1cnc2c(c1)C(=O)N([C@H](C)CO)C[C@@H](C)[C@@H](CN(C)C(=O)c1ccncc1)O2
→ -2.2	-13	25	10	-4	-0.1	0	-0.4
> O=C(/C=C/c1ccco1)NC(=S)N1CCCCC1
→ 0.5	-8	-3	-43	-2	-0.1	15	0.0
> CC(C)NC(=O)Nc1ccc2c(c1)C(=O)N([C@@H](C)CO)C[C@@H](C)[C@H](CN(C)Cc1ccc(C(=O)O)cc1)OCCCC[C@@H](C)O2
→ 0.2	-14	32	-11	22*	0.6	1	0.3
> COC(=O)C[C@H]1C[C@H]2c3cc(NS(C)(=O)=O)ccc3O[C@H]2[C@H](CO)O1
→ 3.6	-8	6	-3	0	0.9	-1	0.1
> CC(C)Cn1c(S(=O)(=O)O)nc2ccccc21
→ 2.0	nt	18	-22	2	nt	0	0.2
> CCOC(=O)N1CCN(C(=O)CN(C)S(=O)(=O)c2ccc(Cl)cc2)CC1
→ 6.7	2	4	-2	-5	0.0	3	0.1
> CCCn1c(=S)[nH]c2ccccc2c1=O
→ nt	nt	-1	-8	-1	nt	-1	0.0
> Cc1ccn(CC(=O)N2CCCC(N3CCN(c4ccc(F)cc4)CC3)C2)n1 (configuration not stated)
→ -0.4	-3	-5	7	-5	0.0	1	0.1
> C[C@H]1CN([C@@H](C)CO)C(=O)c2cc(NS(=O)(=O)c3cn(C)cn3)ccc2O[C@H]1CN(C)C(=O)NC1CCCCC1
→ -2.3	8	-1	-12	?	-0.1	1	-0.1
> CC(C)=NNc1nc(-c2ccc([N+](=O)[O-])cc2)cs1
→ -1.9	nt	-7	3	nt	0.0	5	0.0
> Cc1ccc[n+](CC(=O)c2ccc(Br)cc2)c1C
→ 1.2	-6	0	-14	-3	nt	-7	0.1
> O=C(c1cc(COc2ccccc2)on1)N1CCCC(CN2CCOCC2)C1 (configuration not stated)
→ -0.9	-2	14	-19	-11	nt	-1	0.1
> O=C(Cc1ccccn1)N1CC2(C1)[C@H](c1ccccc1)[C@@H](CO)N2C(=O)c1cccnc1
→ -1.9	nt	26	-242	-11	0.0	0	0.1
> O=C(Nc1c[nH]c(=O)[nH]c1=O)c1cc([N+](=O)[O-])cc([N+](=O)[O-])c1
→ -0.7	-5	1	-13	2	-0.1	0	0.4
> CC(=O)N1CCN(Cc2cc(=O)oc3cc(C)ccc23)CC1
→ -1.3	4	16	-9	-6	0.0	-1	-0.1
> COc1ccc([C@H]2CC(=O)C=C(c3ccc(SC)cc3)C2)cc1
→ -0.6	3	15	-17	-6	0.0	2	0.4

The list goes on (three carried over from the part before).
Order of results: CFTR F508del cor	RAD54 branch	GSIS activator	RAD52 inh	DENV2 CPE rescue	E-selectin induc	CASP6 VEID inh	Xi reactivation
> O=C(Nc1c[nH]c(=O)[nH]c1=O)c1cc([N+](=O)[O-])cc([N+](=O)[O-])c1
→ -0.7	-5	1	-13	2	-0.1	0	0.4
> CC(=O)N1CCN(Cc2cc(=O)oc3cc(C)ccc23)CC1
→ -1.3	4	16	-9	-6	0.0	-1	-0.1
> COc1ccc([C@H]2CC(=O)C=C(c3ccc(SC)cc3)C2)cc1
→ -0.6	3	15	-17	-6	0.0	2	0.4
> COc1ccc(-c2cc(C(=O)N3CCN(c4ccccc4F)CC3)c3ccccc3n2)c(OC)c1
→ 3.5	0	nt	-16	3	0.0	-3	-0.1
> CCc1ccc2c(c1)C(=O)C(=O)N2CC(=O)Nc1ccc(NC(=O)c2ccccn2)cc1
→ 2.6	nt	6	-24	nt	nt	2	0.0
> COc1ccccc1NS(=O)(=O)c1cccc(C(=O)N/N=C/c2c(CO)cnc(C)c2O)c1
→ -1.2	-7	1	-134	2	1.1	-11	0.2
> Cc1cc(=O)oc2cc(Oc3ncccc3[N+](=O)[O-])ccc12
→ 1.8	nt	-6	-10	3	nt	3	-0.1
> O=C(N/N=C/c1cc2ccccc2nc1Cl)c1ccncc1
→ -0.6	3	-6	-15	15	nt	-3	0.0
> CCCCC(NC(=O)Cc1c(C)c2cc3c4c(oc3cc2oc1=O)CCCC4)C(=O)O (configuration not stated)
→ -1.6	8	11	-10	2	0.0	9	0.0
> O=C(C[C@H]1C[C@H]2c3cc(NC(=O)C4CCC4)ccc3O[C@H]2[C@H](CO)O1)NCc1ccncc1
→ -3.9	7	13	-10	3	-0.3	0	0.2
> C[C@@H]1CN([C@H](C)CO)C(=O)c2ccccc2-c2ccccc2CO[C@@H]1CN(C)S(=O)(=O)c1cn(C)cn1
→ 0.5	-5	-2	-3	4	-0.2	1	0.0
> C=CCN1C(=O)/C(=C/c2ccc(OCC(=O)O)cc2)S/C1=N/c1nccs1
→ nt	nt	nt	-5	2	-0.3	38*	0.6
> Cc1ccc(NC(=O)c2c(Cl)nc3ccccn23)cc1
→ 1.3	nt	13	-6	-4	0.1	0	0.2
> O=C(NCCC1CCCCN1S(=O)(=O)c1cccs1)C(=O)Nc1ccc(F)cc1F (configuration not stated)
→ 8.8*	0	-55	-10	16	nt	1	0.2
> Nc1nonc1-n1nnc(C(=O)N/N=C/c2c[nH]c3ccccc23)c1-c1ccccc1
→ 0.5	-9	0	-30	-2	12	0	0.2
> CC(C)CC#Cc1ccc([C@@H]2[C@@H](CO)N3C(=O)CN(C(=O)c4ccccn4)C[C@H]23)cc1
→ -0.3	nt	-9	-112	-7	0.1	-1	0.2
> CC(=Nc1ccccc1C)C1=C(O)CSC1=O
→ -0.6	-14	-2	-41	3	nt	0	nt
> C[C@H]1CN([C@@H](C)CO)C(=O)c2cc(NC(=O)Nc3ccc(C(F)(F)F)cc3)ccc2O[C@@H]1CN(C)C
→ -0.8	1	11	0	?	-0.1	-6	0.0
> Cc1csc(=O)n1CC(=O)OCC(=O)Nc1cc(Cl)ccc1[N+](=O)[O-]
→ 1.2	-1	1	-1	12	2.4	5	0.0
> COc1ccc2c3c(n(C)c2c1)[C@@H](CO)N(Cc1ccncc1)CC31CCN(C(=O)C2CCCCC2)CC1
→ 0.3	nt	-2	-110	1	-0.3	0	0.3
> CCn1c(=O)cc(OCC(=O)N2CCN(c3ccc(F)cc3)CC2)c2ccccc21
→ 4.2	nt	-3	-12	0	nt	-6	0.0
> O=C(Nc1ccc(C(F)(F)F)cc1)Nc1ccc2c(c1)[C@H]1C[C@H](CC(=O)N3CCc4ccccc4C3)O[C@H](CO)[C@H]1O2
→ -4.5	-14	-9	0	-6	-0.3	2	0.0
> CC(C)C(C)NC(=O)CN1C(=O)NC2(CCc3ccccc3C2)C1=O (configuration not stated)
→ 0.2	nt	8	0	3	nt	1	0.2
> Cc1cc(C)c(S(=O)(=O)NCc2cccnc2)cc1C
→ 1.7	-8	5	-7	-3	nt	0	0.4
> CS/C(=C\C(=O)c1ccco1)Nc1ccccc1Cl
→ 1.0	13	26	-27	19	-4.5	-1	0.1
> COc1cc(-c2nnc(CSc3nnc(Nc4ccc(C(C)C)cc4)s3)o2)cc(OC)c1OC
→ nt	nt	-3	-10	?	nt	1	0.1
> CN1CCN(Cc2cn[nH]c2-c2ccc(F)cc2F)[C@@H](c2ccccc2)C1
→ 2.6	nt	-16	-13	2	-0.1	-4	0.0
> CC(=O)c1ccc2c3c(cc(C)c2c1)CCCC3
→ 0.7	-4	nt	-12	25*	-0.1	2	0.0
> C[C@H](CO)N1C[C@H](C)[C@@H](CN(C)C(=O)[C@H]2CCCN2C)OCc2ccccc2-c2ccccc2C1=O
→ -3.5	nt	1	nt	nt	-0.2	nt	0.2
> Cc1ccc(C(=O)N2CCCC(C(=O)c3ccc(Oc4ccccc4)cc3)C2)cn1 (configuration not stated)
→ 2.4	-4	-16	13	2	nt	3	0.0
> C/C(=N\NC(=O)Cn1nc(C)c([N+](=O)[O-])c1C)c1ccc(Cl)s1
→ 0.8	nt	nt	-18	0	nt	-1	0.0
> C[C@@H]1CN([C@@H](C)CO)C(=O)c2cc(NC(=O)Nc3ccc4c(c3)OCO4)ccc2O[C@@H](C)CCCCO[C@H]1CN(C)Cc1ccc2c(c1)OCO2
→ -1.3	2	-31	21	-23	nt	1	0.1
> COc1cccc(NC(=O)CSc2nnc3ccc(-c4ccncc4)nn23)c1
→ 0.4	3	17	-5	6	nt	-4	0.0
> CC(NC(=O)c1ccc2c(=O)n3c(nc2c1)CCC3)c1ccc(S(N)(=O)=O)cc1 (configuration not stated)
→ -0.2	nt	24	-8	2	0.3	3	-0.1
> O=S(=O)(NC1CCCCC1N1CCN(c2ccccc2F)CC1)c1ccccc1 (configuration not stated)
→ 0.1	-3	12	4	-4	nt	3	0.0
> CO[C@H]1O[C@H](CBr)[C@@H](OC(=O)c2ccccc2)[C@H](O)[C@H]1O
→ 2.8	-2	-6	-7	-5	-0.2	3	0.2
> O=C(Oc1ccc(C(=S)N2CCC(O)CC2)cc1)c1ccc(Cl)cc1
→ nt	nt	16	-12	-5	nt	-1	0.2
> COc1ccc2c(Cl)c(C(=O)NN)sc2c1
→ nt	-5	19	-26	nt	nt	-1	nt
> Cc1ccc(S(=O)(=O)Nc2ccc(N3CCCCC3)cc2)cc1
→ -2.4	4	-5	-16	4	-2.3	5	0.0
> Fc1ccc(SCCc2ccccn2)cc1
→ 0.6&1.2	3&-5	-13&2	-10&-5	-4&16	0.2	-6&4	0.0&0.0
> COc1cc(NC(=O)c2ccc3c(c2)OCCO3)ccc1NC(=O)c1ccccc1Cl
→ -1.0	-9	19	-8	-2	0.8	-1	0.7
> Cn1c(SCC(=O)c2ccc(O)c(O)c2)nnc1-c1cccs1
→ -4.5	nt	14	-5	2	-0.4	40*	0.0
> CCC(C)(C)NC(=O)/C=C/c1cc(OC)c(OC)c(S(=O)(=O)N2CCc3ccccc32)c1
→ 0.0	2	4	-24	10	-1.9	6	0.3
> COc1ccc(N2C(=O)CC(Sc3n[nH]c(-c4ccc(C)cc4)n3)C2=O)cc1 (configuration not stated)
→ -0.8	nt	-12	-14	-1	0.2	-1	0.3
> C[C@@]12C(=O)N(c3cccc(Cl)c3)C(=O)N1[C@H](c1ccc(Cl)cc1)[C@@H]1C(=O)N(C3CCCCC3)C(=O)[C@@H]12
→ -1.4	5	1	3	-4	1.5	2	0.2

Screens deposited in PubChem BioAssay by Broad Institute.
